TRPC4 inh = inhibitors of mouse TRPC4 channel; Q9QUQ5; HEK293 TRPC4beta/mu-opioid, DAMGO-evoked Fluo4 calcium flux; stronger effect = lower value; B-score at 10 µM; actives 0.39% (n = 300,000);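 active = B-score over 3 SD under the library average, no early fluorescence shift, positive overall ratio signal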
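test system = HEK293 cells with stable TRPC4beta plus mu-opioid receptor expression | detection = Fluo4 Ca2+ flux fluorescence | read-out = integrated fluorescence ratio relative to baseline, converted to per-well B score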
HIF activator = HIF pathway transcriptional activation; U2OS HRE-luciferase reporter, luminescence; normalized: DMSO 0%, desferrioxamine 100%; actives 0.32% (n = 300,000); activation, % at 7.5 µM (by protocol);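 active = mean activation of at least 10% of the iron chelator positive control signal, with at least half of replicates also reaching 10%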
TRPC6 activator = activators of mouse TRPC6 channel; Q61143; B-score at 10 µM; HEK293-TRPC6 membrane potential dye fluorescence; stronger effect = higher value; actives 0.13% (n = 310,000);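 active = B-score of the integrated fluorescence ratio above library mean plus 3 SD, and starting fluorescence ratio within library mean plus 5 SD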;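 note: higher score means more depolarization so channel activation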
MrgX1 agonist = agonists of human MrgX1 receptor. Q96LB2. AID 588627. actives 0.44% (n = 310,000). MrgX1-HEK293 cells, Fluo-4 calcium fluorescence, agonist mode; stronger effect = higher value. B-score at 10 µM;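 active = calcium response B-score plate-corrected fluorescence ratio at least 3 library SD, with starting fluorescence B-score inside 5 SD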
Target sequence (Q96LB2 whole entry, looked up): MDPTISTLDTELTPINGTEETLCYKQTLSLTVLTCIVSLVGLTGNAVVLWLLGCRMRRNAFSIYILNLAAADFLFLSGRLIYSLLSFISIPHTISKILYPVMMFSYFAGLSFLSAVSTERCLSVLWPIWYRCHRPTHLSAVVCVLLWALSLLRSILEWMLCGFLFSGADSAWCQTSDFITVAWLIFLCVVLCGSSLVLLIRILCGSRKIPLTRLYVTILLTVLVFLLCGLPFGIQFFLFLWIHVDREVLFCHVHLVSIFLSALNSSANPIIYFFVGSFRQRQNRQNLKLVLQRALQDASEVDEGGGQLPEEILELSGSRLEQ
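Test system: HEK293 cells stably expressing human MrgX1 receptor; Input: fifteen thousand cells per well; Dosing: compound delivered in addition one of three; Schedule: overnight seeding, then 1 h dark dye loading; Technique: Fluo-4 NW calcium fluorescence; Measure: B-scored fluorescence response ratio; Controls: positive and negative controls per plate.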
Platelet DG rel = platelet dense granule release activity. human platelet-rich plasma, SFLLRN dense granule ATP release, luminescence. inhibition, %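 (compounds screened at 7.5 µM in platelet-rich plasma)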. actives 0.22% (n = 300,000). AID 1663;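 active = mean replicate score, as percent of positive control, at or above 50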
RGS4 act = potentiators or activators of RGS4. B-score at 10 µM. HEK293 M3R/inducible RGS4, carbachol calcium flux Fluo4; stronger effect = lower value. actives 0.92% (n = 310,000);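 active = B-score of the integrated calcium signal more than 4 SD below the library mean, with starting fluorescence not abnormally high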;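 note: negative B-score means reduced calcium response which marks RGS4 activation or potentiation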
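System: HEK293 FlpIn-TREx cells, stable M3R, doxycycline-inducible RGS4. Timing: overnight RGS4 induction, 30 min dye load 37 °C, 20 min compound RT. Also added: carbachol, ECmax concentration. Measured by: Fluo4 fluorescence kinetic imaging of calcium. Evaluation: integrated calcium ratio converted to B score.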
SKKanGAS inh = blocks kanamycin growth of S. pyogenes SKKanGAS strain. actives 1.3% (n = 300,000). inhibition, % at 7.5 µM. BacTiter-Glo, 6 h;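 active = mean replicate score, as percent of positive control median, at least 50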;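 note: strain carries kanamycin resistance gene driven by streptokinase promoter and grows in 40 µg/ml kanamycin; loss of luminescence reflects streptokinase promoter inhibition or plain growth inhibition; 0% = median of DMSO wells and 100% = positive control at its reference dose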
TRPC6 inh = blocks the mouse TRPC6 cation channel. Q61143. HEK293-TRPC6, membrane potential dye, ACh-evoked depolarization; stronger effect = lower value. B-score at 10 µM. actives 1.1% (n = 310,000). AID 2553;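 active = B-score under library mean minus 3 SD, initial fluorescence not abnormally high, positive integrated signal ratio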;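 note: B-score derived from integrated fluorescence ratio over the kinetic read; more negative B-score means stronger inhibition of depolarization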
MrgX1 allo act = allosterically activates human MrgX1 receptor signaling. MrgX1-HEK293, Fluo-4 calcium flux, FDSS; stronger effect = higher value. B-score at 10 µM. actives 0.63% (n = 310,000);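 active = plate-corrected calcium response at least 3 library SD above typical, normal starting fluorescence, not activating the receptor alone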;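 note: compound read alongside a low EC10 to EC30 dose of BAM8-22 agonist; peak minus trough fluorescence over baseline measured at the second addition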
MrgX1 antag = blocks BAM8-22 activation of human MrgX1 receptor. Q96LB2. MRGX1-HEK293 calcium flux, Fluo-4, BAM8-22 antagonism; stronger effect = lower value. B-score at 10 µM. actives 1.3% (n = 310,000). AID 588676;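 active = calcium-response B-score plate-corrected more than 3 library SD below zero, starting fluorescence within 5 deviations, no agonist response on first addition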;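 note: peak minus trough fluorescence over baseline after final BAM8-22 challenge near maximal dose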
RGS4 inh = inhibitors of human RGS4. B-score at 10 µM. P49798. actives 0.45% (n = 310,000). HEK293 M3R/RGS4 inducible, Fluo-4 calcium flux; stronger effect = higher value; triggered by carbachol at its EC20;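 active = B-score, a plate-corrected calcium signal, over three deviations above library mean, with baseline fluorescence within five deviations of library mean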;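 note: RGS4 expression induced by doxycycline in cells with stable M3 receptor; B-score is computed from the integrated fluorescence ratio over baseline after carbachol; higher B-score means a larger calcium signal and so more RGS4 inhibition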
Target sequence (P49798 whole entry, looked up): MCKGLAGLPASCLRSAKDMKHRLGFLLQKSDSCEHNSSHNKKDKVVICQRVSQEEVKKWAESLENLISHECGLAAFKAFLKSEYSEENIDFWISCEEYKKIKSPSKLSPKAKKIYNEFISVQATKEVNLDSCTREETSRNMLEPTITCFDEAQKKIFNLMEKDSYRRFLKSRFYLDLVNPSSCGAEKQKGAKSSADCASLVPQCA
* = called active by the depositor; i = inactive; / = not tested or not shown.

nr | Compound | TRPC4 inh | HIF activator | TRPC6 activator | MrgX1 agonist | Platelet DG rel | RGS4 act | SKKanGAS inh | TRPC6 inh | MrgX1 allo act | MrgX1 antag | RGS4 inh
1 | Nc1cc(Cl)ccc1N1CCCCCC1 | i | 0.2 | i | i | 1 | i | 0 | i | i | i | i
2 | Cc1cccc(NC(=O)c2ccc(F)c(S(=O)(=O)NCc3ccco3)c2)c1 | i | 0.2 | i | i | 3 | i | -19 | i | i | i | i
3 | CCCCc1cc(=O)oc2cc(C)cc(OC(C)C(=O)NCC3CCC(C(=O)O)CC3)c12 (centres undefined) | i | 0.7 | i | i | 1 | i | 6 | i | i | i | i
4 | O=C(Nc1cccc(C(=O)N2CCOCC2)c1)c1cncc(Br)c1 | i | -0.1 | i | i | -3 | i | 9 | i | i | i | i
5 | O=C(NC1CCCCCC1)c1cc(=O)[nH]c2ccc(S(=O)(=O)N3CCOCC3)cc12 | i | -24 | i | i | 11 | i | -2 | i | i | i | i
6 | CN(C)C(=O)c1cc([N+](=O)[O-])cc([N+](=O)[O-])c1N(C)C | i | -0.5 | i | i | 0 | i | 12 | i | i | i | i
7 | Cc1ccc2c(c1)c(/C=C/c1cc[n+](C)cc1)c(C)n2C | i | 3.0 | i | i | 3 | i | -2 | i | i | i | i
8 | S=c1nc(C2CC2)n(-c2ccccc2)[nH]1 | i | 0.1 | i | i | -33 | i | -18 | i | i | i | i
9 | Cc1ccc2c(c1)nnn2C1CCN(CC(=O)NNC(=O)c2ccco2)CC1 | i | -0.2 | i | i | -2 | i | / | i | i | i | i
10 | CC(=O)Nc1ccc(OCCOc2ccc([N+](=O)[O-])cc2)cc1 | i | -0.3 | i | i | -10 | i | -15 | i | i | i | i
11 | Cc1cc(SCC(=O)NC2(C#N)CCCCC2)nc2c(C)cccc12 | i | 0.1 | i | i | 10 | i | 19 | i | i | i | i
12 | COc1ccc(N2CCN(C(=O)CSc3ccc(C)cc3)CC2)cc1 | i | -0.1 | i | i | -5 | i | 4 | i | i | i | i
13 | CCCCOC(=O)CSC1=C(C#N)C(c2ccccc2OCC)C(C#N)C(=O)N1 (centres undefined) | i | 0.0 | i | i | 0 | i | 9 | i | i | i | i
14 | COc1cccc(C(=O)NCC(=O)OCC(=O)Nc2cc(OC)c([N+](=O)[O-])cc2C)c1 | i | -0.1 | i | i | -3 | i | -10 | i | i | i | i
15 | CC(=O)Nc1cccc(NC(=O)c2c(-c3c(Cl)cccc3Cl)noc2C)c1 | i | 0.5 | i | i | -31 | i | -3 | i | i | i | i
16 | COc1ccc(-n2c(SCC(=O)NCCC(C)C)nc3ccsc3c2=O)cc1 | i | -0.4 | i | i | 0 | i | -1 | i | i | i | i
17 | Nn1c(SCC(=O)Nc2ccc(F)c(F)c2)nnc1C1CCCCC1 | i | -0.4 | i | i | -1 | i | -3 | i | i | i | i
18 | CC1CCN(C(=O)CSc2nnc(Cc3cccn3C)n2-c2ccc(F)cc2)CC1 | i | -0.1 | i | i | 1 | i | -3 | i | i | i | i
19 | COC(=O)c1ccc(NC(=O)CCCCCn2nnc3ccccc3c2=O)cc1 | i | 3.3 | i | i | -5 | i | -3 | i | i | i | i
20 | COc1ccc(C(=O)COC(=O)C(C)N2C(=O)C3C4CCC(C4)C3C2=O)cc1 (centres undefined) | i | -0.3 | i | i | 1 | i | -2 | i | i | i | i
21 | Cc1nc(N)sc1C(=O)NN | i | 0.0 | i | i | -1 | i | 33 | i | i | i | i
22 | O=C(CCl)N=c1sccn1Cc1ccc(Cl)cc1Cl | i | 0.2 | i | i | -12 | i | -8 | i | i | i | i
23 | Cc1ccnc(SC2CC(=O)N(c3ccc(Br)cc3)C2=O)n1 (centres undefined) | i | -59 | i | i | -13 | i | -1 | i | i | i | i
24 | O=C(N/N=C/c1cccc([N+](=O)[O-])c1)C(=O)N1CCCCCC1 | i | -0.5 | i | i | 3 | i | 1 | i | i | i | i
25 | CCCCCCCCCCCC(=O)N/N=C/c1ccco1 | i | 0.4 | i | i | 16 | i | 5 | i | i | i | i
26 | COc1ccccc1CC(=O)Nc1ccc(-c2noc(COc3cccc(C)c3C)n2)cc1 | i | -0.2 | i | i | 3 | i | 0 | i | i | i | i
27 | O=[N+]([O-])c1ccc2nc(C(O)C(O)c3nc4ccc([N+](=O)[O-])cc4[nH]3)[nH]c2c1 (centres undefined) | i | 2.6 | i | i | 0 | i | 1 | i | i | i | i
28 | COc1cccc(C(=O)N2CCC(C(=O)N3CCN(C)CC3)CC2)c1 | i | 0.5 | i | / | 6 | i | 2 | i | / | / | i
29 | Cc1csc(=O)n1CCC(=O)OCC(=O)Nc1cccc(C#N)c1 | i | 2.9 | i | i | 9 | i | -20 | i | i | i | i
30 | CNc1nc(N)c([N+](=O)[O-])c(NC2CCCCC2)n1 | i | -0.6 | i | i | -7 | i | 5 | i | i | i | 6*
31 | COc1ccc(NC(=O)CC2C(=O)N(c3ccc(OC)cc3)C(=O)N2CCc2cccs2)cc1 (centres undefined) | i | 0.0 | i | i | -9 | i | 2 | i | i | i | i
32 | COCCOC(=O)c1c(C)oc2ccc(NS(=O)(=O)c3ccc(C(=O)O)cc3)cc12 | i | -0.4 | i | i | -1 | i | 3 | i | i | i | i
33 | O=C(OCCCN=C1NS(=O)(=O)c2ccccc21)c1ccc([N+](=O)[O-])cc1 | i | 0.2 | i | i | -2 | i | 3 | i | i | i | i
34 | CCC(=O)N1CCN(c2ccc(NC(=O)c3cc4ccccc4o3)cc2Cl)CC1 | i | 0.7 | i | i | 3 | -7.5* | 20 | i | i | i | i
35 | COc1ccc(NC(=O)c2sc3nc(-c4cccnc4)ccc3c2N)cc1 | i | -0.4 | i | i | -16 | i | 3 | i | i | i | i
36 | O=C(CSc1nnc(SCc2ccccc2)s1)N/N=C/C=C/c1ccccc1[N+](=O)[O-] | i | -0.1 | i | i | -11 | i | 0 | i | i | i | i
37 | Cc1nc2cc(NC(=O)NCc3ccccc3)ccc2o1 | i | 0.9 | i | i | -2 | i | 2 | i | i | i | i
38 | Cc1ccc(-c2nc(P(=O)(c3ccccc3)c3ccccc3)c(N3CCOCC3)o2)cc1 | i | 0.2 | i | i | 5 | i | 4 | i | i | i | i
39 | CCOC(=O)N1CCN(C(=O)CCc2nc3sc4c(c3c(=O)[nH]2)CCCC4)CC1 | i | 0.0 | i | i | 5 | i | 11 | i | i | i | i
40 | CCNC(=S)N1CCCCC1CO (centres undefined) | i | 0.3 | i | i | -24 | i | 1 | i | i | i | i
41 | O=C(c1ccc(F)cc1)N1C2CCC1CC(O)(c1ccccc1F)C2 (centres undefined) | i | 0.0 | i | i | -6 | i | 22 | i | i | i | i
42 | Cc1onc(-c2ccccc2Cl)c1C(=O)N1CCN(c2nc3ccccc3s2)CC1 | i | -1.6 | i | i | 12 | i | 8 | i | i | i | i
43 | Cc1ccc(CNC(=O)CC2Nc3c4ccccc4nc(=S)n3C2=O)cc1 (centres undefined) | i | 0.5 | i | i | -13 | i | 3 | i | i | i | i
44 | Cc1nn(C)c(C)c1N=Cc1c(O)ccc2ccccc12 | i | 0.0 | i | i | -2 | i | / | i | i | i | i
45 | O=C(Nc1ccc(S(=O)(=O)Nc2ccc(Cl)cc2)cc1)C1CCCO1 (centres undefined) | i | -0.4 | i | i | -1 | i | 7 | i | i | i | i
46 | O=C(CSc1nnc(CNC(=O)c2ccccc2F)o1)Nc1cccc(C(F)(F)F)c1 | i | -0.5 | i | i | -2 | i | -3 | i | i | i | i
47 | COc1ccc(CNC(=O)C(C)OC(=O)c2cccn2C)cc1 (centres undefined) | i | 0.4 | i | i | -1 | i | -3 | i | i | i | i
48 | NS(=O)(=O)c1ccc(N2CCN(CCOc3ccc(Cl)cc3)CC2)nc1 | i | -0.2 | i | i | 3 | i | -1 | i | i | i | i
49 | O=C(CSc1ncnc2c1oc1ccccc12)Nc1nccs1 | i | 0.1 | i | i | 4 | i | -6 | i | i | i | i
50 | CCc1nc2ccccc2c(C(=O)OCc2nnc(-c3ccccc3)o2)c1C | i | 0.3 | i | i | 1 | i | 0 | i | i | i | i
51 | Cc1cc(OCC(=O)Nc2cccnc2)c2c(C)c(C)c(=O)oc2c1 | i | 0.1 | i | i | -2 | i | 4 | i | i | i | i
52 | C=CCNC(=S)N/N=C1\CCS(=O)(=O)c2ccccc21 | i | -2.2 | i | i | 2 | i | 8 | i | i | i | i
53 | Cc1ccc(Cl)c(OCC(=O)NN2CCN(C)CC2)c1 | i | / | i | i | -1 | i | 5 | i | i | i | i
54 | COc1ccc(S(=O)(=O)N(C)CC(=O)NC2CCCCC2)cc1Cl | i | -0.4 | i | i | -4 | i | -6 | i | i | i | i
55 | Cc1cc(=O)n2c(C(=O)Nc3ccc(C)c(C)c3)c(C(=O)Nc3ccccc3)sc2n1 | i | -2.0 | i | i | 0 | i | 0 | i | i | i | i
56 | Cc1ccc(NC(=O)CCCn2c(=O)[nH]c3ccsc3c2=O)cc1 | i | 0.5 | i | i | 1 | i | -1 | i | i | i | i
57 | CCOc1ccc(NC(=O)CCn2c(=O)[nH]c3ccsc3c2=O)cc1 | i | -0.5 | i | i | 5 | i | -7 | i | i | i | i
58 | Cc1ccc(C(=O)N2CCOCC2)cc1S(=O)(=O)Nc1cccc(C)c1C | i | 0.2 | i | i | 2 | i | 2 | i | i | i | i
59 | C/C(Cc1ccccc1)=N\NC(=O)CNC(=O)c1ccccc1 | i | -0.3 | i | i | -1 | i | 1 | i | i | i | i
60 | CN(C)S(=O)(=O)c1cc(NC2CC(=O)N(c3ccc(F)cc3)C2=O)ccc1Cl (centres undefined) | i | -0.3 | i | i | -1 | i | 0 | i | i | i | i

Bioassay records (PubChem BioAssay)
